hIAP act: increases human intestinal alkaline phosphatase activity | 330,000 compounds, 0.16% hits | P09923 | purified human IAP, CDP-Star luminescence, 30 min; hits give high values; 1 = vehicle-only enzyme, 0 = enzyme-free background | activation factor at 10 µM;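 active = activation factor of the enzyme at least 2-fold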; note: the source names both 10 and 20 µM as test concentration; values of inactives mirror those of a sister screen read the other way
Target sequence (P09923 whole entry, looked up): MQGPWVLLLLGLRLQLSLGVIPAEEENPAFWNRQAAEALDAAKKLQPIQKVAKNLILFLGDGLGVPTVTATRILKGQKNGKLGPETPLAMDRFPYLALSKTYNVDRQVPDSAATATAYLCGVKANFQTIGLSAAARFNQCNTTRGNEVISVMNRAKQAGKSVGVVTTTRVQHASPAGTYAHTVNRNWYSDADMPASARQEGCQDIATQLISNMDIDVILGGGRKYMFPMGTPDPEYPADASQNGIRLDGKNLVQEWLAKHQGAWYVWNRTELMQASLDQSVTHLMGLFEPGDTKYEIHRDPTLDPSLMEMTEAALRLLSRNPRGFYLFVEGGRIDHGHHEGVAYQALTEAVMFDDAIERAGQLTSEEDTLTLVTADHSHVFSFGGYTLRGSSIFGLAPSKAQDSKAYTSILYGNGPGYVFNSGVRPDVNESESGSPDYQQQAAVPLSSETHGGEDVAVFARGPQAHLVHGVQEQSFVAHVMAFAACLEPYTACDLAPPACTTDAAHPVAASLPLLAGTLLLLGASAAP
tim10-1 inh: growth inhibitors of tim10-1 mutant yeast | S. cerevisiae tim10-1 ts strain growth, BacTiter-Glo, 24 h | inhibition, % at 20 µM | 330,000 compounds, 2.2% hits | AID 463190;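 active = inhibition of at least 40%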;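 note: mutant grown at 25 °C; 0% = DMSO wells with yeast and 100% = wells holding no yeast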
ATG4B inhibitor: ATG4B (human) cysteine protease inhibition; Q9Y4P1; ATG4B cleavage of LC3-PLA2, NBD-HPC fluorescence, 1 h; inhibition, % at 8.33 µM; 340,000 compounds, 0.51% hits; in the data active = inhibition above about 40%
Target sequence (Q9Y4P1 whole entry, looked up): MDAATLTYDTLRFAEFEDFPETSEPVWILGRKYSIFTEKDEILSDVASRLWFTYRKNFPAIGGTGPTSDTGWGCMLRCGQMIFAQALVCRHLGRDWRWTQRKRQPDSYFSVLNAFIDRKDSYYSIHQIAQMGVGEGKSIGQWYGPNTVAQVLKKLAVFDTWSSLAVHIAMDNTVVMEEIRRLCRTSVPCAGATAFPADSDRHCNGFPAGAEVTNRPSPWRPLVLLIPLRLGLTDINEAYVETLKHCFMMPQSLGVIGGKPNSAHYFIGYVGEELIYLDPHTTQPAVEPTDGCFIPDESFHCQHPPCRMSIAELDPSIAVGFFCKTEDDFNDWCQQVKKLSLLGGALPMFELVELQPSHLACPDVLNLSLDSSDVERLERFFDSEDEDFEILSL
Apaf-1 inh: human Apaf-1 inhibition. O14727. 330,000 compounds, 0.71% hits. AID 489030. inhibition, % at 20 µM. reconstituted apoptosome caspase-3 activity, DEVD-Rh110 fluorescence; active = inhibition of at least 40% at 20 µM;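 note: plate controls were DMSO wells for no effect and DEVD-CHO caspase inhibitor wells for full effect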
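System: reconstituted apoptosome with Apaf-1, cytochrome c, caspase-9, procaspase-3, dATP; Signal: Rh110 fluorescence intensity; Schedule: 30 min compound preincubation, 50 min activation, room temperature; Reagent: cytochrome c trigger plus (Z-DEVD)2-Rh110 caspase-3 substrate.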
TIM10 inh: inhibits growth of TIM10 yeast strain. S. cerevisiae TIM10 strain growth, BacTiter-Glo luminescence, 24 h. inhibition, % at 10 µM. 330,000 compounds, 1.4% hits. AID 463195;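 active = inhibition of 40% or more at the single tested concentration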;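 note: wild-type TIM10 isogenic control strain grown at permissive 25 °C; 0% = DMSO yeast wells and 100% = minimal medium wells without yeast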
mIAP activ: mouse IAP activation; activation factor at 10 µM; muIAP, CDP-Star luminescence, 30 min; hits give high values; 1 = vehicle-only enzyme signal, 0 = enzyme-free wells; 330,000 compounds, 0.24% hits;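 active = activation factor of at least 2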; note: the source names both 10 and 20 µM as test concentration; values of inactives mirror those of a sister screen read the other way
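Assay system: mouse IAP enzyme; reagent: chemiluminescent substrate CDP-Star; dosing: test compounds delivered from DMSO solution; schedule: 30 min at room temperature; measured by: luminescence from enzymatic CDP-Star hydrolysis; controls: DMSO-only wells and no-enzyme negative control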
mIAP block: mouse IAP inhibition; purified mouse IAP, CDP-Star luminescence, 30 min; inhibition, % at 10 µM; 330,000 compounds, 0.2% hits; AID 2806;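 active = inhibition of at least 40% at 10 µM in the primary screen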;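 note: plate controls were DMSO with enzyme for no effect and no enzyme wells for full effect; values of inactives mirror those of a sister screen read the other way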
NALP3 yeast inh: blocks the NALP3 inflammasome reconstituted in yeast. Yeast reconstituted NLRP3/ASC/caspase-1, beta-gal luminescence, 24 h. inhibition, % at 10 µM. 330,000 compounds, 0.39% hits. AID 2825;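 active = inhibition of 50% or more; inactive = inhibition below 50%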;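 note: plate controls were induced DMSO wells for no effect and uninduced yeast grown without galactose for full effect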
hIAP block: blocks human intestinal alkaline phosphatase | inhibition, % at 10 µM | purified IAP, CDP-Star luminescence, 30 min | AID 2544 | 330,000 compounds, 0.12% hits;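 active = inhibition reaching a set limit with compound at 10 µM in the primary screen, cut at about 35% in these data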;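 note: plate controls were DMSO wells with enzyme for no effect and no-enzyme buffer wells for full effect; values of inactives mirror those of a sister screen read the other way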
Active calls of the source: *; & = joins results of further samples. Compounds were not picked by outcome; any-hit rate near 4.5%.

SMILES | hIAP act | tim10-1 inh | ATG4B inhibitor | Apaf-1 inh | TIM10 inh | mIAP activ | mIAP block | NALP3 yeast inh | hIAP block
[O-]/C(=C(\C(=S)Nc1ccccc1F)[n+]1ccccc1)c1ccc(-c2ccccc2)cc1 | 0.922 | -7.6 | -0.4 | -1.5 | -2.3 | 0.742 | 25.8 | 24.4 | 7.8
COC(=O)CN1C(=O)COc2ccc(S(=O)(=O)N3CCCC3)cc21 | 1.12 | -1.6 | -4.7 | -2.2 | 1.3 | 1.07 | -6.6 | 24.8 | -12.5
CC1CN(C(=O)/C=C/c2ccccc2[N+](=O)[O-])CC(C)O1 (stereo not given) | 1.06 | 10.2 | 4.7 | -7.4 | 7.4 | 1 | -0.2 | -15.7 | -6.5
C/C(=N\NC(=O)C(O)c1ccccc1)c1cccnc1 (stereo not given) | 0.871 | 1.9 | -7.5 | 1.4 | -0.9 | 1.04 | -4.5 | 14.7 | 12.9
O=c1[nH]c(/C(Cl)=C/c2cc(Cl)ccc2O)nc2cc(Cl)ccc12 | 0.915 | 22.1 | 26.6 | 8.1 | 7.2 | 0.769 | 23.1 | 12.9 | 8.5
COc1ccc(CC(=O)OCC(=O)NCCc2ccccc2)cc1OC | 1.02 | 20.4 | -3.4 | -1.9 | -26.1 | 1.04 | -4.1 | 6.2 | -2.0
Cc1ccc(C(=O)Nc2ccc(NC(=O)c3cccs3)cc2)cc1[N+](=O)[O-] | 0.855 | 7.9 | 9.5 | -18.4 | -11.3 | 0.954 | 4.6 | 3.8 | 14.5
O=C(O)C1CC(O)CN1C(=S)Nc1ccccc1 (stereo not given) | 0.915 | 4.3 | -2.0 | 3.0 | 0.4 | 1.05 | -4.9 | 2.1 | 8.5
CCc1ccc2[nH]c(C(=O)Nc3ccc(Br)c(C)n3)cc2c1 | 1.07 | -14.0 | 7.6 | -483.9 | 11.5 | 0.964 | 3.6 | 15.6 | -6.9
COc1ccc(/C=N/NC(=S)NCc2ccccc2)cc1OC | 0.961 | 12.2 | -14.7 | -2.3 | 31.1 | 0.976 | 2.4 | 4.8 | 3.9
CC1(C)N([O-])c2cc([N+](=O)[O-])ccc2[N+]1=O | 1.1 | -6.8 | -2.5 | 66.4* | -6.6 | 0.839 | 16.1 | 15.8 | -9.6
CCN(CCn1cccn1)Cc1ccccc1OCC(O)CN1CCc2ccccc2C1 (stereo not given) | 1.19 | -9.9 | -1.0 | 2.8 | -14.0 | 1.11 | -11.3 | -1.3 | -19.4
O=C(CSc1n[nH]c(-c2ccncc2)n1)Nc1ccccc1 | 1.02 | -9.6 | -6.0 | -8.4 | -23.6 | 1.05 | -5.3 | 10.9 | -2.3
Cc1nn(-c2cccc([N+](=O)[O-])c2)c(N)c1-c1ccccc1 | 0.985 | -10.4 | 11.4 | -0.3 | 5.8 | 0.931 | 6.9 | 11.3 | 1.5
O=C(NC1CCCCC1)c1cccc(S(=O)(=O)N2CCCCC2)c1 | 0.887 | 14.0 | 5.6 | 12.5 | 19.2 | 0.923 | 7.7 | 10.6 | 11.3
Cc1c(C(=O)N2CCCCC2)c(S(=O)(=O)NCc2ccc(N(C)C)cc2)c(C)n1C | 1.26 | 4.9 | -0.7 | -4.9 | 6.8 | 1.06 | -6.1 | -1.7 | -25.6
CCCc1sc(N)nc1-c1ccc(C)cc1 | 1.02 | 18.5 | -3.2 | 17.8 | 25.7 | 0.968 | 3.2 | 0.9 | -2.0
Cc1ccc2nc(SCc3nnc(-c4cccs4)o3)[nH]c2c1 | 0.914 | 5.6 | -12.4 | 0.7 | 12.0 | 0.898 | 10.2 | 10.5 | 8.6
COc1ccc(S(=O)(=O)NCCCc2ccccc2)cc1 | 0.896 | 19.3 | -15.8 | -8.3 | 19.9 | 1.16 | -16.3 | 24.9 | 10.4
CCC(c1nnc(SCC(=O)Nc2cccc(S(N)(=O)=O)c2)n1-c1ccc(OC)cc1)N(C)C (stereo not given) | 0.912 | -17.9 | -0.9 | 2.4 | 3.3 | 0.962 | 3.8 | 19.7 | 8.8
CCN1/C(=C2\OC(=S)N(C)C2=O)Sc2ccccc21 | 1.18 | 3.7 | -0.3 | 6.4 | -2.6 | 0.943 | 5.7 | 17.2 | -17.7
CCOC(=O)c1[nH]c2cc3c(cc2c1NC(=O)CN1CCN(CCO)CC1)OCO3 | 0.837 | 0.1 | 0.5 | -15.9 | 5.1 | 1.01 | -1.3 | 6.3 | 16.3
C=CCNC(=O)c1ccc(N(C)S(=O)(=O)c2ccc(OC)cc2)cc1 | 1.02 | 17.9 | -0.3 | -16.0 | 4.4 | 0.965 | 3.5 | 7.0 | -2.3
CSc1snc(SCC(N)=O)c1C#N | 1.01 | 2.9 | -6.1 | 5.9 | -16.5 | 1.2 | -19.6 | 15.5 | -1.0
C=CCn1c(SCC(=O)N(CCO)CCO)nc2sc3c(c2c1=O)CCC3 | 1.16 | 4.1 | -4.0 | -5.1 | -5.8 | 0.98 | 2.0 | 3.3 | -15.8
SMILES | hIAP act | tim10-1 inh | ATG4B inhibitor | Apaf-1 inh | TIM10 inh | mIAP activ | mIAP block | NALP3 yeast inh | hIAP block
CC(=O)N1CCOCCOCCN(C(C)=O)CCOCCOCC1 | 1.42 | 2.2 | -8.4 | -5.9 | 9.4 | 0.924 | 7.6 | -15.5 | -42.3
Cc1cccc(CC(=O)N2CCN=C2SCc2ccc([N+](=O)[O-])cc2)c1 | 0.903 | 16.6 | -10.8 | 1.9 | -13.0 | 0.875 | 12.5 | 22.5 | 9.7
CCOC(=O)c1c(NC(=O)Cn2nnc3ccccc32)sc2c1CCC(C)C2 (stereo not given) | 1.2 | 11.5 | 0.5 | 24.1 | -9.0 | 0.965 | 3.5 | 30.1 | -19.5
CCN(CC)S(=O)(=O)c1ccc2c(c1)nc(SC(C)C(N)=O)n2-c1ccc(OC)cc1 (stereo not given) | 1.02 | 0.5 | -8.1 | 16.8 | 6.7 | 1 | -0.3 | 1.2 | -1.7
COC(=O)C1=C(Nc2ccc(OC)cc2)C=C(C)C(C(=O)OC)C1c1ccc(C)cc1 (stereo not given) | 1.09 | 30.4 | -4.7 | 15.9 | 5.6 | 0.918 | 8.2 | 16.8 | -8.9
CC(C)(C)NS(=O)(=O)c1ccc(NC(=S)NC(=O)C2CCC2)cc1 | 0.871 | 23.0 | -0.2 | 7.9 | 13.1 | 1.04 | -3.9 | -7.2 | 12.9
Cc1c(C(=O)NCCSCc2ccccc2Cl)cccc1[N+](=O)[O-] | 1.11 | 27.8 | 12.3 | 5.8 | 1.5 | 0.874 | 12.6 | 20.3 | -10.9
Cc1ccc(/C=N/n2nnnc2N)cc1 | 1.02 | 10.7 | 1.0 | -16.9 | 12.1 | 0.928 | 7.2 | 0.0 | -1.8
COc1cccc2cccc(/C=N/n3cnnc3)c12 | 1.13 | 16.2 | -3.7 | -3.0 | -1.2 | 0.938 | 6.2 | 9.2 | -13.4
COc1cc(C(=O)Nc2c(C(=O)O)[nH]c3ccc(Br)cc23)cc(OC)c1OC | 0.874 | 11.8 | 22.3 | 5.3 | 14.2 | 0.963 | 3.7 | 4.4 | 12.6
Cc1ccc2nc(SCC(=O)N3CCOCC3)[nH]c2c1 | 1.21 | -20.0 | -6.5 | -5.1 | -5.9 | 0.971 | 2.9 | -14.1 | -20.9
Cc1cccc(Oc2cc(N)cc([N+](=O)[O-])c2)c1 | 0.978 | 0.6 | 5.0 | -3.0 | 9.2 | 0.922 | 7.8 | -23.4 | 2.2
CCCn1ncc(C(=O)NC2CCCN(Cc3ccc(Cl)cc3)C2)c1C (stereo not given) | 1.1 | 9.7 | -9.9 | -4.2 | -0.1 | 0.98 | 2.0 | 7.6 | -9.7
CC(C)(NO)/C(=N/O)c1ccc(Br)cc1 | 0.836 | 7.1 | -10.7 | 6.4 | 17.0 | 0.909 | 9.1 | -15.1 | 16.4
N#C/C(=C\c1cccc(NC(=O)c2ccccc2Cl)c1)C(=O)NCCc1ccccc1 | 1.03 | 66.1* | 5.0 | 3.2 | 57.0* | 0.898 | 10.2 | 7.8 | -3.0
COc1cc(C(=O)Nc2cc(Cl)ccc2-n2cncn2)ccc1OC(F)F | 1.04 | 14.8 | 7.2 | -4.3 | -4.6 | 1.12 | -11.8 | 9.8 | -4.1
Cc1ccc(NC(=O)C(=O)NCCN2CCN(S(C)(=O)=O)CC2)cc1C | 1.17 | 6.2 | 4.7 | -2.5 | 4.5 | 1.03 | -3.1 | 10.0 | -17.1
CCOc1ccc(Cl)cc1S(=O)(=O)N1CCC(C(=O)NCC2CCCO2)CC1 (stereo not given) | 0.911 | 15.0 | -11.6 | 3.5 | 4.2 | 0.96 | 4.0 | 4.1 | 8.9
COCCOc1ccc(C(F)(F)F)cc1NC(=O)Cc1ccc(S(=O)(=O)N2CCOCC2)s1 | 0.94 | 23.4 | -0.5 | 16.7 | 11.7 | 1.05 | -5.0 | 30.9 | 6.0
COC(=O)c1ccc(CNCC(=O)Nc2ccc(C(=O)OC)cc2)cc1 | 1.5 | 12.4 | 1.5 | 7.2 | -10.7 | 0.943 | 5.7 | 23.3 | -50.5
O=C1Nc2ccccc2C1(O)Cc1ccncc1 (stereo not given) | 1.18 | -2.4 | -4.6 | -14.4 | 1.3 | 1.06 | -6.0 | 9.1 | -18.1
Cc1onc(-c2c(Cl)cccc2Cl)c1C(=O)N[C@@H]1C(=O)N2[C@@H]1SC(C)(C)[C@@H]2C(=O)O | 1.02&1.02 | 5.2&6.8 | 0.8&5.8 | -5.8&-0.6 | -0.2&6.4 | 1.02&0.902 | -2.2&9.8 | 2.0&8.6 | -2.5&-1.8
CCCc1cc(=O)n2[nH]c(NCc3cccs3)nc2n1 | 1.02 | 8.3 | -6.9 | -2.6 | -2.3 | 0.968 | 3.2 | 1.6 | -1.8
Cc1cccc(NC(=O)c2sc3nc(N4CCOCC4)c4c(c3c2N)CCCC4)c1 | 1.18 | 32.0 | -5.2 | 31.4 | 22.0 | 0.976 | 2.4 | 16.0 | -17.6
O=C(c1ccco1)N1CCN(Cc2ccc(F)cc2Cl)CC1 | 0.928 | 15.8 | -9.3 | 10.8 | 0.7 | 1.01 | -1.2 | 11.3 | 7.2
COC(=O)C1=C(C(=O)OC)[C@@H]2Nc3ccccc3[C@@]23C[C@@H](C(=O)OC)N(C(=O)c2cccs2)C3=N1 | 1.08 | 33.7 | 3.3 | 6.2 | 16.1 | 0.99 | 1.0 | -5.4 | -8.1
Cc1ccc(S(=O)(=O)CCC(=O)Nc2nnc(-c3cccs3)o2)cc1 | 1.2 | 0.6 | 3.9 | 4.1 | -6.7 | 0.976 | 2.4 | 5.4 | -20.3
O=C(NC1CCCCC1)c1cc(N2C(=O)CCC2=O)ccc1Cl | 1.07 | -1.7 | -0.2 | -5.1 | -13.2 | 1.05 | -5.3 | 4.2 | -7.3
Cc1cc(OCC(=O)NNC(=O)c2cccnc2)cc(C)c1Cl | 1.89 | 7.0 | -5.1 | -12.7 | -0.9 | 0.881 | 11.9 | 7.6 | -88.8

3 entries out of the list above, ordered by the value under ATG4B inhibitor, low to high:
mol	hIAP act	ATG4B inhibitor	TIM10 inh	mIAP activ	mIAP block	NALP3 yeast inh	hIAP block
O=C(O)C1CC(O)CN1C(=S)Nc1ccccc1 (stereo not given)	0.915	-2.0	0.4	1.05	-4.9	2.1	8.5
CCN1/C(=C2\OC(=S)N(C)C2=O)Sc2ccccc21	1.18	-0.3	-2.6	0.943	5.7	17.2	-17.7
CCOC(=O)c1c(NC(=O)Cn2nnc3ccccc32)sc2c1CCC(C)C2 (stereo not given)	1.2	0.5	-9.0	0.965	3.5	30.1	-19.5
